# GC-A act = GC-A stimulated cGMP production enhancers – HEK293 GC-A cells, cGMP TR-FRET, EC30 ANP, primary screen. 370,000 tested, 0.14% active. activation, % at 10 µM. 0% at EC30 ANP, 100% saturating ANP. Atrial natriuretic peptide receptor 1 (Homo sapiens), P16066; in the data active = activation above about 40%
# ssDAF12 agonist = S. stercoralis DAF-12 nuclear receptor activators, primary screen, cell-based, luminescence, HEK293, GRIP1 co-expression, lit1-tk-luc. 370,000 tested, 1% active. Nuclear hormone receptor DAF-12 (Strongyloides stercoralis). activation, % at 6.8 µM. HEK293 ssDAF-12/GRIP1 lit1-tk-luc reporter; % of 3 µM dafachronic acid response;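 active = activation above the mean over all tested compounds plus 3 SD, cut at about 0.9% in these data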;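 also: 0% = DMSO-only wells and 100% = 3 µM delta7-dafachronic acid wells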
# hgDAF12 agonist = H. glycines DAF-12 receptor agonists, primary screen, cell-based, luminescence, HEK293, GAL4 fusion, UAS-luciferase. HEK293 GAL4-hgDAF12 UAS-luciferase reporter, agonist luminescence; normalized to butyrate control. activation, % at 6.8 µM. 370,000 tested, 1.8% active;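 active = activation above a cutoff set at the mean of all screened compounds plus 3 SD, cut at about 10% in these data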;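 also: 0% = DMSO wells and 100% = sodium butyrate wells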
# DAX1 inh-1 = DAX1 (NR0B1) inhibitors on StAR promoter, primary screen, cell-based, luminescence, SF-1 (NR5A1), full-length DAX-1 | 370,000 tested, 1.1% active | inhibition, % at 6.8 µM | HEK293T StAR-luciferase reporter, SF-1/DAX-1 repression relief | AID 652010, 2013;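 active = inhibition above the mean over all tested compounds plus 3 SD, cut at about 3.6% in these data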;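 also: 0% = DAX-1 cells with DMSO and 100% = cells lacking DAX-1 with DMSO; higher inhibition means more luminescence from relief of DAX-1 repression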
# FXN GAA850 act = FXN promoter activators, primary screen, cell-based, luciferase luminescence, HEK293 lucGAA850; AID 540364, 2011; activation, % at 6 µM; HEK293 lucGAA850 FXN promoter luciferase reporter, 24 h; percent of 10 µM SAHA response; 360,000 tested, 0.56% active;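 active = activation above the average of all compounds screened plus 3 SD, cutoff fixed separately per campaign, cut at about 7.5% in these data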;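 also: 0% = DMSO wells and 100% = 10 µM SAHA wells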
# ADAM17 inh = ADAM17 inhibitors, primary screen, biochemical, QFRET; Disintegrin and metalloproteinase domain-containing protein 17 (Homo sapiens), P78536; recombinant ADAM17, EDANS/DABCYL FRET peptide cleavage; inhibition, % at 6.95 µM; 370,000 tested, 0.83% active;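 active = inhibition above the mean of compounds lying between control limits plus 3 SD, set per campaign, cut at about 8.5% in these data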;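 also: 0% = DMSO-only wells as the low control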
# PG9 Ab binder = binders of HIV-1 gp120 antibody PG9, primary screen, biochemical, TR-FRET. HIV-1 gp120 / PG9 antibody interaction. TR-FRET gp120-PG9 antibody binding. inhibition, % at 6.7 µM. 360,000 tested, 0.43% active; in the data active = inhibition above about 8.5%
# hcDAF-12 act = H. contortus DAF-12 nuclear receptor activators, primary screen, cell-based, luminescence, HEK293, lit1-tk-luc reporter. HEK293 hcDAF-12 lit1-tk-luc reporter; 0% DMSO, 100% Δ7-dafachronic acid. activation, % at 6.8 µM. 370,000 tested, 1.4% active;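 active = activation above the mean of all tested compounds plus 3 SD, cut at about 5.5% in these data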;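 also: 100% = response to 3 µM Δ7-dafachronic acid high control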
# SMARCA2 activ = SMARCA2 (BRM) function activators, primary screen, cell-based, luminescence, high throughput. MG213 cells, MMTV-luciferase reporter, dexamethasone, overnight. activation, % at 9.1 µM. 370,000 tested, 1% active. AID 652017, 2013; in the data active = activation above about 7.8%;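 also: 0% = vehicle wells and 100% = reference activator wells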
# ADAM10 inh = human ADAM10 inhibitors, primary screen, biochemical, QFRET, HTS; recombinant ADAM10, EDANS/DABCYL FRET peptide cleavage, 3 h; inhibition, % at 7 µM; 370,000 tested, 0.62% active; AID 720582, 2013;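 active = inhibition above a per-campaign cutoff equal to the mean of compounds falling between control-based bounds plus 3 SD, cut at about 20% in these data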;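 also: 0% = DMSO wells while the 100% control is not disclosed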
# Target sequence (O14672 214-748 limits assumed): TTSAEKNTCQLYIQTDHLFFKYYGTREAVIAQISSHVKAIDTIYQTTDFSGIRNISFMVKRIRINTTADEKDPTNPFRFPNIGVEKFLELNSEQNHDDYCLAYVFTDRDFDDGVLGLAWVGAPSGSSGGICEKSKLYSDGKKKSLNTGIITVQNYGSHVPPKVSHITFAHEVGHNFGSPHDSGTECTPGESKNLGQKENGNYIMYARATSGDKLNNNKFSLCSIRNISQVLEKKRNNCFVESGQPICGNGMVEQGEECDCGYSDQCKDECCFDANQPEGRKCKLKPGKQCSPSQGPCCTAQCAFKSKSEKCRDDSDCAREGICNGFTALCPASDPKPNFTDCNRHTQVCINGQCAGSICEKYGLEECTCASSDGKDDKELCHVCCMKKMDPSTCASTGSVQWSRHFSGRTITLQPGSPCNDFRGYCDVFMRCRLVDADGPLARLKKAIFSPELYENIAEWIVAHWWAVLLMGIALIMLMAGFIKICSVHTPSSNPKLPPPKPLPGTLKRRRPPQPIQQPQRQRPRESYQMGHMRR
# DAX1 inh-2 = DAX1 (NR0B1) inhibitors, primary screen, cell-based, HEK293, Gal4-DAX1, luciferase luminescence | Nuclear receptor subfamily 0 group B member 1 (Homo sapiens), P51843 | HEK293 Gal4-DAX1 luciferase reporter | inhibition, % at 6.75 µM | 340,000 tested, 0.99% active | AID 504766, 2011;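 active = inhibition above the mean over all tested compounds plus 3 SD, cut at about 4.2% in these data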;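 also: 0% = DAX1-transfected cells with DMSO and 100% = empty-vector control cells with DMSO; inhibition shows as a rise in luminescence from relieved DAX1 repression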
# Target sequence (P51843 207-470 limits assumed): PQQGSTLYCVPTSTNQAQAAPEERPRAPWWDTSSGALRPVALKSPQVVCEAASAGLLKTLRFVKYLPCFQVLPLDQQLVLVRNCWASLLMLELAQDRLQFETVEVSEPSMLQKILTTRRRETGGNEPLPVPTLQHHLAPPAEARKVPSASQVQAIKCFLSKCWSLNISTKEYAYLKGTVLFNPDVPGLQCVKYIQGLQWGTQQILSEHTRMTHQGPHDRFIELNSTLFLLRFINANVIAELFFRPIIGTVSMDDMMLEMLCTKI
# Active calls of the source: *; · = no result given. Compounds as they come; overall some 6.8% were active at least once.
# Every second line gives: hcDAF-12 act, GC-A act, ADAM10 inh, FXN GAA850 act, ADAM17 inh, PG9 Ab binder, hgDAF12 agonist, SMARCA2 activ, DAX1 inh-1, ssDAF12 agonist, DAX1 inh-2
C/C=C(/C)C(=O)OC1c2c(ccc3ccc(=O)oc23)OC(C)(C)C1OC(C)=O (configuration not stated)
  -1.1, -9, -64, 3.5, -22, 0.2, -1.7, 0, -0.8, -1.1, 0.2
CCN(CC)CCN(C(=O)c1cc2ccccc2cc1OC)c1nc2ccc(OC)cc2s1
  -0.7, -36, 5, 0.1, 0, -0.5, 1.2, -4, -0.3, -1.4, 0.4
Cc1cccc2cc(CN(CC3CCCO3)C(=O)c3cccnc3)c3nnnn3c12 (configuration not stated)
  -1.6, 15, -4, 2.2, -5, 0.6, 1.8, 0, 0.2, -0.7, -0.2
CCC(=O)N1CCN(c2ccc(NC(=S)NC(=O)c3cc4ccccc4o3)cc2)CC1
  -0.8, 7, 1, -0.8, -4, 1.3, 0.8, 1, -2.9, -0.9, 0.0
CC(=O)Nc1ccc(S(=O)(=O)N(CCc2ccccc2)CC(=O)N/N=C/c2ccc(C(=O)O)cc2)cc1
  -1.3, -2, -2, 1.4, -2, -1.3, -1.9, -1, -0.5, -1.1, -1.8
COc1ccccc1N1CC(C)C(=O)NC1=S (configuration not stated)
  -1.3, 4, -4, 1.6, -4, 1.0, -0.7, -2, -0.1, -1.3, 1.2
COc1cccc(NC(=O)COc2ccccc2)c1
  -1.4, -2, 4, 3.5, -1, -1.5, 7.8, 7.8*, 0.3, -0.8, 2.0
COc1ccc(C(=O)NC(=S)Nc2ccccc2[N+](=O)[O-])cc1OC
  -2.9, 1, 10, 0.6, 1, -0.3, -2.0, -5, -0.3, -0.8, 0.2
Cc1ccc(NS(=O)(=O)c2ccc(C(=O)OCC(=O)NCC3CCCO3)cc2)cc1 (configuration not stated)
  -0.2, -1, 5, 0.6, -4, -0.1, -2.6, -4, -0.1, -1.2, -0.5
Cc1cc(=O)[nH]c2nnc(SCC(=O)N3CC(C)OC(C)C3)n12 (configuration not stated)
  0.1, 4, -4, 0.3, -7, -0.3, -0.9, -2, -0.1, -1.4, 1.1
CN(Cc1ccccc1)C(=O)c1ccccc1C(=O)OCC(=O)N(Cc1ccccc1)C(C)(C)C
  -1.3, -6, 3, -7.0, -2, 0.2, -1.5, -3, -2.5, -1.4, -0.8
Cc1c(NC(=O)C2(c3ccccc3)CCCC2)c(=O)n(-c2ccccc2)n1C
  -0.7, 2, -10, 0.1, -5, -0.5, 1.2, -4, -0.7, -1.0, -0.3
COc1cc(CC(=O)Nc2cccc(C(F)(F)F)c2)cc(OC)c1OC
  -1.9, 1, 3, 3.5, -1, 0.2, -3.1, -3, -1.7, -0.8, -2.0
COc1ccc(/C=C(\NC(=O)c2ccc([N+](=O)[O-])cc2)C(=O)NCCN2CCOCC2)cc1
  -1.8, 0, 0, 2.9, -1, -1.7, -2.2, 0, -0.2, -0.8, 1.4
COC(=O)[C@]12CCCCC=C1N(Cc1cccc3ccccc13)C(=O)[C@H](CC(=O)NCc1ccc(C)o1)C2
  -1.5, -4, 14, ·, 5, 1.5, 2.6, -6, -1.0, -0.8, ·
CCCCCCCCn1c(=O)c(C(=O)OCC)c(O)c2ccccc21
  -2.4, 16, 4, 0.4, 2, -2.5, 0.8, 0, -1.0, -0.9, -0.3
CC(=O)Nc1ccc(-c2csc(NC(=O)C3CCN(S(=O)(=O)c4cccs4)CC3)n2)cc1
  -3.8, 0, -3, 1.2, -4, 0.7, -4.8, -1, -1.5, -2.3, -1.2
CC1Sc2ccc(S(=O)(=O)NCCc3ccc(S(N)(=O)=O)cc3)cc2NC1=O (configuration not stated)
  -0.6, 5, -8, -0.5, 3, -3.1, -1.3, -1, 0.2, -1.1, 0.3
CN(CC(=O)Nc1ccc(Cl)c(Cl)c1)C(=O)C1CCCC1
  -0.6, 1, 0, -0.3, -5, 0.1, 2.1, -2, 1.3, -1.0, 0.0
CS(=O)(=O)Nc1ccc(C(=O)Nc2ccccc2-c2ccccc2)cc1
  -2.7, 0, 5, -0.1, 0, -2.7, -2.4, -3, -0.3, -1.2, 0.9
CCCCCCCCN1C(=O)[C@H](CC(=O)N2CCN(C(=O)C3CC3)CC2)C[C@@]2(C(=O)OC)CC(C)(C)CC=C12
  0.2, 1, 13, ·, 2, -1.0, -3.0, -3, 0.6, -1.2, ·
O=C(NNS(=O)(=O)c1ccccc1)c1ccc(F)cc1
  -0.8, -1, 3, -0.6, -2, -1.1, 0.5, -1, -0.4, -0.3, 0.1
O=C(O)c1ccc(Cl)c(S(=O)(=O)N2CCC(Cc3ccccc3)CC2)c1
  1.3, -4, 0, 0.0, 0, 1.0, -1.8, -2, 0.3, -1.1, 3.2
Cc1cc(C)c(NC(=O)C2C(=O)Nc3ccccc3C(=O)N2C(C)(C)C)c(C)c1 (configuration not stated)
  0.9, 4, -22, ·, -11, -0.8, -1.2, -4, 1.0, -0.7, ·
Cc1ccc(N(CC(=O)N2CCOCC2)S(=O)(=O)c2ccccc2)cc1
  -1.0, -5, -6, -1.5, -3, 0.5, 1.6, 1, 0.0, -1.0, 0.3
O=C(C1=C(O)C(=O)N(CCOCCO)C1c1cccc([N+](=O)[O-])c1)c1cccs1 (configuration not stated)
  3.0, -1, 1, 0.7, -2, 3.3, 0.3, -1, 0.0, -0.1, 0.1
CCN=C1S/C(=C\c2sccc2C)C(=O)N1CC
  0.1, -3, 4, 3.2, 0, -3.3, 8.5, 4, 0.5, -1.1, 0.8
Cc1ccc(C2CC(c3cccs3)n3nc(N)nc3N2)cc1 (configuration not stated)
  -0.4, 4, -59, 1.3, -18, -1.2, 1.1, 1, -0.3, -1.8, 1.1
C/C=C/C=[N+](\[O-])C(C)/C(=N/O)c1ccc(F)cc1 (configuration not stated)
  0.5, 1, 9, -0.7, -1, -3.6, -0.9, 4, 0.0, -1.2, -0.1
O=C(CC[C@H]1O[C@@H](n2ccc(=O)[nH]c2=O)[C@H](O)[C@@H]1O)N[C@@H](Cc1ccccc1)C(=O)NCc1ccccc1
  0.3, 4, -9, ·, 2, -1.4, -2.0, -3, -0.1, -1.0, ·
Oc1ccccc1-c1cc(C(F)(F)C(F)F)nc(-c2ccccc2)n1
  -2.2, 2, 8, 0.5, 1, -2.7, 4.4, 3, 0.4, -1.2, 1.6
Cc1ccc(N2CCN(C(=O)N3CCCC3)CC2)cc1Cl
  -2.7, 6, -5, 1.4, -1, -2.4, -0.8, 0, -0.9, -1.4, -0.9
CCCc1ccc(C(=O)O/N=C(\N)c2ccccn2)cc1
  -5.8, 8, -12, -9.4, -4, -3.9, -12, -6, -1.1, -2.8, -8.8
Cc1cc(C)n(CC(=O)Nc2cccc(C(F)(F)F)c2)n1
  0.6, -1, -9, -1.4, 1, -0.8, -0.9, -4, 0.2, -0.5, 1.4
O=C(Cn1[nH]c(=O)c2ccccc2c1=O)NCCN1C(=O)S/C(=C\c2ccccc2)C1=O
  -1.6, -4, -8, 0.8, -5, 0.3, -1.0, -3, -1.3, -1.0, 0.2
CCc1cc(-c2nnn(CCC3COCCO3)c2CC)ccc1-c1cn(Cc2ccc3ccccc3c2)nn1 (configuration not stated)
  -3.7, -5, 7, -4.5, 3, -2.3, -6.4, -8, -5.9, -2.2, -3.8
CCCc1nnc(NC(=O)c2c(O)c3c([nH]c2=O)CCCC3)s1
  -0.3, 4, -12, 0.2, -5, 0.6, 1.8, -4, -0.5, -1.2, -0.1
COc1ccc(NCc2nc3ccccc3n2CCOc2ccc(C)cc2)cc1
  -3.5, -3, 16, 4.0, 8, -2.1, 4.2, -5, -0.9, -1.6, -2.1
O=C(Cc1ccccc1)c1ccc(Cl)cc1
  -1.6, -4, -7, 1.5, -5, -0.3, 2.7, 0, 0.3, -1.0, -0.8
Cc1onc(-c2c(F)cccc2Cl)c1C(=O)NC(C)c1ccccc1 (configuration not stated)
  0.2, -2, -7, 0.8, -2, -3.4, 0.3, -1, 0.1, -0.8, -0.9
Cc1cccc(NC(=O)Nc2cnccn2)c1
  -2.2, 1, -10, 2.3, -5, 0.3, -2.3, -1, 0.1, -0.9, -0.5
CCOCCCn1c(=S)[nH]c2cc(C(=O)NCCOC)ccc2c1=O
  -0.7, -2, -3, -2.5, -5, 5.8, -2.1, -3, 0.1, -1.8, 1.4
O=[N+]([O-])c1ccc(CN2[C@H](COCc3ccccc3)[C@@H](N3CCCC3)CS2(=O)=O)cc1
  -0.6, 1, 2, ·, 4, 0.2, -4.3, -5, -1.0, -1.3, ·
CCc1nc2c(OCc3ccc(OC)cc3)cccn2c1N(C)C(=O)c1ccco1
  -1.2, 3, -19, -2.3, -8, 2.1, -2.4, -4, -1.1, -1.1, ·
CCOc1ccc(N2C(=O)S/C(=C\c3cc(OC)c(OC)c(OC)c3)C2=O)cc1
  0.7, -7, -1, -0.8, -1, 0.0, -0.3, -1, 0.4, -1.5, ·
COc1ccc(S(=O)(=O)Nc2cccc(-c3ccc(N4CCCCCC4)nn3)c2)c(OC)c1
  5.1, -8, 13, 3.3, 6, -3.1, 3.6, 2, 1.9, -0.8, -0.1

# Single records (already shown):
# Results for CCCc1nnc(NC(=O)c2c(O)c3c([nH]c2=O)CCCC3)s1 = hcDAF-12 act = -0.3; GC-A act = 4; ADAM10 inh = -12; FXN GAA850 act = 0.2; ADAM17 inh = -5; PG9 Ab binder = 0.6; hgDAF12 agonist = 1.8; SMARCA2 activ = -4; DAX1 inh-1 = -0.5; ssDAF12 agonist = -1.2; DAX1 inh-2 = -0.1
# Results for Cc1cc(C)n(CC(=O)Nc2cccc(C(F)(F)F)c2)n1 = hcDAF-12 act = 0.6; GC-A act = -1; ADAM10 inh = -9; FXN GAA850 act = -1.4; ADAM17 inh = 1; PG9 Ab binder = -0.8; hgDAF12 agonist = -0.9; SMARCA2 activ = -4; DAX1 inh-1 = 0.2; ssDAF12 agonist = -0.5; DAX1 inh-2 = 1.4
# Results for COc1ccc(NCc2nc3ccccc3n2CCOc2ccc(C)cc2)cc1 = hcDAF-12 act = -3.5; GC-A act = -3; ADAM10 inh = 16; FXN GAA850 act = 4.0; ADAM17 inh = 8; PG9 Ab binder = -2.1; hgDAF12 agonist = 4.2; SMARCA2 activ = -5; DAX1 inh-1 = -0.9; ssDAF12 agonist = -1.6; DAX1 inh-2 = -2.1

# Screening results as filed in PubChem BioAssay.
